# Apoferritin bind: candidate novel general anesthetic via apoferritin binding. P02791. apoferritin/1-aminoanthracene competitive binding, fluorescence. Potency, µM (series often up to 77.5 µM), for inactives: top-dose activity change, negative = displacement, most hits filed as inhibitors. actives 0.074% (n = 350,000). AID 485281; further: potency means the concentration at half of the fitted maximal effect; on the % scale 0 is the no-effect control and ±100 the full control effect; nearly all actives have a fitted effect of over 20% in size
# Target sequence (P02791 2-175 limits assumed): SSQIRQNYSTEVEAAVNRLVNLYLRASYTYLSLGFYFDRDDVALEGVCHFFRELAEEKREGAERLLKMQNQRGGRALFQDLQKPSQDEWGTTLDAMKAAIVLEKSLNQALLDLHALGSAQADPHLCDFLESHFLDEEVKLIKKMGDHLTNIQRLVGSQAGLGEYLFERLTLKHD
#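 Steps: apoferritin (10 uM) was premixed with half-saturated 1-AMA in PBS, compounds were pin-transferred, plates stood 10 min at room temperature, fluorescence was read at 380/535 nm, and curves were fitted with a Hill equation.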
# Pol kappa inh: inhibitors of human DNA polymerase kappa; Q9UBT6; purified Pol kappa, fluorescent DNA synthesis assay, 10 min; Potency, µM (highest dose often 107 µM), for inactives: at the top dose activity, negative = inhibition, most hits filed as inhibitors; actives 0.53% (n = 400,000); further: potency means the concentration at half of the fitted maximal effect; on the % scale 0 is the no-effect control and ±100 the full control effect
#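 Kinetic fluorescence readout at 0 and 10 min followed reaction start with substrate at 50 nM final. Beforehand, enzyme (10 nM Pol kappa) stood 15 min with compound at room temperature; buffer-only wells were negative controls.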
# Pol iota inh: inhibitors of human DNA polymerase iota | Pol iota fluorescent replication assay, 10 min | Potency, µM (top dose mostly 115 µM), without a hit: at the top dose activity, negative = inhibition, actives largely listed as inhibitors | actives 1% (n = 390,000) | AID 588590; further: potency means the concentration at half of the fitted maximal effect
# Target sequence (Q9UNA4 whole entry, looked up): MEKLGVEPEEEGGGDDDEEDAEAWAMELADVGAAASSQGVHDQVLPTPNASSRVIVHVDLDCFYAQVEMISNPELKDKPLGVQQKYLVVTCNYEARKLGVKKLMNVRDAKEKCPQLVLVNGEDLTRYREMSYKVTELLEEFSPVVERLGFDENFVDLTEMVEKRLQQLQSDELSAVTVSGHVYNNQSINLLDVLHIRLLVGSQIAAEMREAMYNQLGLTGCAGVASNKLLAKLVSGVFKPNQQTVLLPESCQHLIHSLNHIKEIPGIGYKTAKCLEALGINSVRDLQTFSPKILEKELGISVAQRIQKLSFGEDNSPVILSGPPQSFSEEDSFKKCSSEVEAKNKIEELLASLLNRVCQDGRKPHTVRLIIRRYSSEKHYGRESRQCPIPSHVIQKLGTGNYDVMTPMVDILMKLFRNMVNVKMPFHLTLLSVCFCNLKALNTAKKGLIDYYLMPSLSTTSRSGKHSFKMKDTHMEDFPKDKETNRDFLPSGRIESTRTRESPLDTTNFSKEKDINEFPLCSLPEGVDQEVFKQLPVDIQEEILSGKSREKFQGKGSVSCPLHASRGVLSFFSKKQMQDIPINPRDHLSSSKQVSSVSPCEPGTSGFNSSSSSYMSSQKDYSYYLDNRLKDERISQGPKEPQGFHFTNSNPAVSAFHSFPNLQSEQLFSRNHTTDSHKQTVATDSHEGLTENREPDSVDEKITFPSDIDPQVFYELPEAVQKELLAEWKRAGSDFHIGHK
#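 Pol iota at 10 nM preincubated 15 min with compounds at room temperature; reaction started with fluorescent substrate, 50 nM final. Fluorescence read kinetically at 0 and 10 min; buffer-only wells as negative control.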
# APEX1 inh: blocks human APE1 abasic DNA cleavage | P27695 | recombinant APE1, TAMRA/BHQ-2 abasic DNA cleavage fluorescence | Potency, µM (highest dose often 65.8 µM), for inactives: at the highest dose activity change, negative = inhibition, hits mostly inhibitors | actives 0.35% (n = 350,000) | AID 2517;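 further: potency means the concentration at half of the fitted maximal effect; plate controls were vehicle for no effect and reference inhibitor for full effect; nearly all actives have a fitted effect of over 55% in size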
#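 APE1 at 0.75 nM preincubated 15 min at room temperature with compound. Reaction then started with 50 nM double-stranded THF-abasic substrate labelled with TAMRA/BHQ-2, and 525/598 nm fluorescence read kinetically. Activity taken as third-minus-first read difference, normalized to DMSO and NSC13755 controls.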
# Pol beta inh: inhibitors of human DNA polymerase beta | Pol beta primer extension/strand displacement, fluorescence kinetic | Potency, µM (series often up to 114 µM), without a hit: at the highest dose activity change, negative = inhibition, actives largely listed as inhibitors | actives 1.3% (n = 340,000) | AID 485314; further: potency means the concentration at half of the fitted maximal effect; on the % scale 0 is the no-effect control and ±100 the full control effect
#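 Pol beta (10 nM) was preincubated with compound for 15 min at room temperature. The reaction was then started with 50 nM substrate and read immediately and after a further 10 min at room temperature.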
# GRP78 ERSR act: ER stress response induction in glioma. U87-MG GRP78 promoter luciferase reporter, 16 h. Potency, µM, inactives show at the top dose activation, hits mostly activators. actives 0.02% (n = 420,000); further: potency means the concentration at half of the fitted maximal effect; series mostly up to about 76 µM; % of control where 0% means no effect; nearly all actives have a fitted effect of over 35% in size
#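 Stably transfected U87-MG glioma cells carrying a GRP78-based luciferase sensor; 16 h compound incubation. Luminescence end-point read 10 min after Bright-Glo addition at room temperature.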
# BLM helicase inh: blocks DNA unwinding by human BLM helicase. Potency, µM (series often up to 56.1 µM), for inactives: at the highest dose activity change, negative = inhibition, hits mostly inhibitors. actives 0.2% (n = 350,000). recombinant BLM DNA unwinding, fluorescence dequenching;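 further: potency means the concentration at half of the fitted maximal effect; plate controls were vehicle for no effect and no enzyme for full effect; nearly all actives have a fitted effect of over 35% in size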
# LDHA inh: inhibitors of human lactate dehydrogenase A; purified LDHA, NADH/diaphorase-resazurin fluorescence; active compounds read low; activity change, % (values are at about 110 or 230 µM); actives 0.15% (n = 480,000); AID 1347041; in the data active means activity change below about -30%; inconclusive means mostly about -25% to -30%;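 further: plate controls were DMSO wells for no effect and wells without enzyme for full effect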
#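 LDH5 2 nM; NADH 0.06 mM, pyruvate 0.2 mM; 200 mM Tris pH 7.4, EDTA, Tween-20; 5 min RT. Detection: diaphorase 0.133 mg/mL + resazurin 37 µM, fluorescence ex540/em590 at 0 and 20 min; normalized to enzyme-free and DMSO wells.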
# POLH inh: inhibitors of human DNA polymerase eta; Potency, µM (highest dose often 114 µM), without a hit: at the highest dose activity change, negative = inhibition, hits mostly inhibitors; recombinant Pol eta, fluorescent DNA replication assay; actives 1.2% (n = 390,000); further: potency means the concentration at half of the fitted maximal effect; on the % scale 0 is the no-effect control and ±100 the full control effect
#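 Pol eta at 10 nM preincubated with compounds 15 min at room temperature; reaction started with fluorescent substrate (50 nM final) and read kinetically at 0 and 10 min.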
# The depositor's hits bear a star; u = inconclusive; x = no result given; & = joins results of further samples; [ ] = another dose, or the depositor's remark. Unless noted, the call rests on the fitted dose curve; in most records, active means well fitted curve in the direction sought with a large enough effect; inconclusive means small, poorly fitted or top-dose-only effect, or another doubt; inactive means no such curve, though single readings can be large; an effect the other way counts as inactive or inconclusive.
SMILES,Apoferritin bind,Pol kappa inh,Pol iota inh,APEX1 inh,Pol beta inh,GRP78 ERSR act,BLM helicase inh,LDHA inh,POLH inh
CCn1c(CCC(=O)N(C)CC(=O)Nc2cccc(F)c2)nc2cc(S(=O)(=O)N(C)C)ccc21,x,-16%,16%,24%,x,-5%,x,-3,-5%
COc1cccc2cc(C(=O)NC3CC(C)(C)NC(C)(C)C3)c(=O)oc12,x,-4%,16%,x,x,-1%,x,18&-1,-4%
COc1ccc(OC)c(NC(=O)c2cccnc2Sc2ccccc2)c1,-6%,-14%,124%[activator],2%,-3%,-4%,-1%,-8,-7%
O=C(CN1CCCCCC1=O)N1CCN(S(=O)(=O)c2cccs2)CC1,-3%,-3%,15%,1%,-1%,0%,1%,0,-14%
Cc1ccc(S(=O)(=O)N2CCCc3cc(NC(=O)c4ccc(F)c(F)c4)ccc32)cc1,31%[activator],-5%[60.1 µM],24%,x,1%,-3%,-11%,-7,-22%
Nc1nc(SCC(=O)Nc2ccc3c(c2)OCO3)n[nH]1,-3%,-3%,73%[activator],-7%,13%,-4%,-4%,-2,-4%
COc1ccc(C(NC(=O)C(C)(C)C)NC(=O)C(C)(C)C)cc1,-12%,-8%,4%,-1%,-18%,-1%,-1%,-4,-5%
CCN1CCN(C(=O)Nc2cccc(C(F)(F)F)c2)CC1,8%,-6%,17%[58.9 µM],1%,-7%,-6%,1%,-1,-18%
O=C(Nc1ccc(F)cc1)c1nc2c(nnn2Cc2cccc3ccccc23)c(=O)[nH]1,-9%,-12%,-18%,1%,-13%,-1%,-6%,-7,u
Cc1cccc(NC(=O)NNC(=O)c2sccc2-n2cccc2)c1,u,-1%,1%,-6%,3%,0%,-5%,-9,-10%
Cc1cc(C(F)(F)F)c(C#N)c(SCC(=O)Nc2nc3cc(Br)ccc3s2)n1,-1%,-19%,19%,-4%,u,0%,-15%,-9,-15%
C/C(=N\NC(=O)c1ccccc1)c1ccc(N2CCOCC2)cc1,-15%,-3%,2%,1%,1%,3%,-1%,-6,-11%
Cc1ccc(Cl)cc1NC(=O)CNCC(c1ccccc1)N(C)C (stereo unspecified),-8%,-2%,157%[activator],22%,2%,-6%,4%,-17,-9%
COc1ccccc1N(CC(=O)Nc1ccc2c(c1)OCCO2)S(C)(=O)=O,2%,-1%,2%,-8%,5%,-5%,0%,-3,-17%
COc1ccc(Cc2noc(CN(C)CCN3CCc4ccccc4C3)n2)cc1OC,-6%,-16%,0%,-2%,26%,-2%,-1%,-9,-5%
Cc1ccc(S(=O)(=O)N2CCN=C2SCc2c(F)cccc2Cl)cc1,-3%,-15%,17%,-3%,12%,-5%,-6%,-9,-13%
COc1cc(-c2nnc(-c3cccs3)o2)cc(OC)c1OC,-4%,-10%,2%,-4%,21%,-2%,-2%,-7,0%
CCN(CC)CCNC(=O)c1ccc(NC(=O)Nc2cccc3ccccc23)cc1,-10%,-12%,139%[activator],3%,13%,-8%,-5%,-1,u
CC(=O)c1c(C)[nH]c(C(=O)OCC(=O)Nc2cc(C(F)(F)F)ccc2N2CCOCC2)c1C,u,-20%,7%,-8%,-6%,-5%,-8%,-1,-21%
COc1cc(OC)c(NC(=O)CC(C)=O)cc1Cl,3%,-2%,6%,1%,5%,-4%,-6%,-1,-16%
c1cc(CNc2ccc3c(c2)OCO3)ccn1,-9%,-19%,40%[activator],0%,3%,-3%,-7%,17,u
CC(=O)c1oc2ccccc2c1NC(=O)COC(=O)c1ccc(-n2nc(C)cc2C)cc1,-8%,-18%,-9%,-4%,u,-5%,-10%,-2,u
CCCOc1ccc(C(=O)OCC(=O)c2c(N)n(C)c(=O)n(C)c2=O)cc1OC,0%,-12%,233%[activator],10%,12%,-2%,-1%,-4,-14%
COc1ccc2sc(N(CCN(C)C)C(=O)c3cc(Cl)sc3Cl)nc2c1,-24%,-6%,17%,-1%,0%,-4%,14%,1,-10%
CCn1cc(Cl)c(C(=O)Nc2cccc(C(F)(F)F)c2)n1,u,-11%,135%[activator],-1%,-2%,13%,-1%,-8,-16%
CC(C)C(NS(=O)(=O)c1ccc(-c2ccc(Br)cc2)cc1)C(=O)O (stereo unspecified),-12%,9%[60.1 µM],x,-2%,x,4%,3%,x,x
CCOC(=O)c1ccc(Oc2cn[nH]c2-c2ccc(O)cc2O)cc1,-10%,12%,14%,-5%,-24%,-3%,-11%,2,-22%
CCOc1ccc(S(=O)(=O)Nc2ccccc2C(=O)NCC2CCCO2)cc1 (stereo unspecified),-13%,-3%,4%,3%,14%,2%,-1%,-11,-11%
Cc1cc(NC(=O)COC(=O)COc2ccc(C(=O)c3ccccc3)cc2)no1,u,-7%,5%,-1%,3%,-5%,0%,-8,0%
Cc1noc(C)c1S(=O)(=O)N(CC(=O)N1CCCC1)c1ccc(C(C)C)cc1,-1%,1%,2%,0%,1%,-2%,-1%,-4,-10%
OCC1O[C@@H](OC2C(O)C(CO)O[C@@]2(CO)O[C@@H]2OC(CO)C(O)C(O)C2O)C(O)C(O)C1O (stereo partly specified),2%,-11%[60.1 µM],x,5%,x,-3%,-11%,x,x
Cc1ccc(NC2c3ccccc3C(=O)N2CCN2CCOCC2)cc1 (stereo unspecified),-1%,-20%,33%[activator],-3%,16%,-4%,4%,-2,-3%
O=C(Oc1ccc2c(c1)C(=O)c1ccccc1CO2)c1ccccc1,u,-12%,0%,-3%,6%,0%,-8%,5,10%
O=C(CN1CCN(c2ccc(F)cc2)CC1)N1CCC(Cc2ccccc2)CC1,-21%,-7%,-15%,-3%,-23%,-1%,-6%,-13,-11%
O=C(/C=C/c1ccco1)NC(=S)Nc1ccccc1N1CCCC1,-22%,-18%[60.1 µM],30%,-1%,1%,4%,-13%,5,14%
Cc1ccc(C(=O)NCc2ccccn2)cc1NC1=NC2CS(=O)(=O)CC2S1 (stereo unspecified),-5%,-9%,4%,49%[activator],4%,-2%,1%,-2,-3%
Cc1c(C(=O)N/N=C/c2ccc(O)c(Br)c2)sc(N)c1C#N,10%,-28%,u,-9%,u,0%,-8%,-1,u
CCOC(=O)C1CCCN(c2nc3ccccc3nc2C(C#N)C(=O)NCc2ccccc2)C1 (stereo unspecified),-8%,-9%,23%,-1%,-2%,-4%,-6%,-5,-18%
O=C(Cn1ncc2c(=O)oc3ccccc3c21)NCCc1ccsc1,-2%,-17%,19%,1%,9%,-1%,3%,-9,-20%
CCc1ccc(CNCc2c(C(=O)O)n(Cc3cccc(F)c3)c3cc(OC)ccc23)cc1,-11%,3%,7%,x,u,3%,-1%,-2,-11%
CCOc1ccc(C(=O)NC(=S)NC2CCCC2)cc1[N+](=O)[O-],-12%,-11%,14%,-2%,3%,0%,-5%,-2,-26%
CCSc1nnc(NC(=O)c2cc(=O)c3cc(C)ccc3o2)s1,4%,-11%,-13%,x,8%,0%,-2%,-1,5%
CCCCn1c(SCC(=O)c2ccc(OC)cc2OC)nc2cc(S(N)(=O)=O)ccc21,u,u,45µM*,u,40µM*,-4%,-19%,2,25µM*
CCCCC(CCCC)c1ccc(C=Nc2ccc(/C=C/c3ccnc4ccccc34)cc2)cc1,x,-4%,-8%,x,x,-5%,x,2,x
CCOC(=O)c1c(NC(=O)C2=COCCO2)sc2c1CCN(C(=O)OC)C2,x,-7%,39%[activator],6%,x,-3%,x,-6,-5%
CC(C)(C)N1C(=O)c2ccc(C(=O)Nc3ccc(-c4nc5ccccc5[nH]4)cc3)cc2C1=O,-1%,-6%,97%[activator],0%,u,u,-6%,-11,3%
O=C(NC(=S)NN1CCCCC1c1cccnc1)c1ccc(Cl)cc1Cl (stereo unspecified),-12%,0%,-14%,-1%,3%,-3%,-3%,-10,-7%
Cc1ccc(C(=O)Nc2cc3c(cc2N2CCCCC2)n(C)c(=O)n3C)cc1,-4%,3%,23%,9%,16%,-3%,-1%,-1,-6%
CCNC(=O)c1sc(-c2ccccc2)nc1C,-10%,-10%,27%,-1%,23%,9%,2%,0,-22%

# Of the compounds above, 7 contain two or more sulfur atoms:
SMILES,Apoferritin bind,Pol kappa inh,Pol iota inh,APEX1 inh,Pol beta inh,GRP78 ERSR act,BLM helicase inh,LDHA inh,POLH inh
O=C(CN1CCCCCC1=O)N1CCN(S(=O)(=O)c2cccs2)CC1,-3%,-3%,15%,1%,-1%,0%,1%,0,-14%
Cc1cc(C(F)(F)F)c(C#N)c(SCC(=O)Nc2nc3cc(Br)ccc3s2)n1,-1%,-19%,19%,-4%,u,0%,-15%,-9,-15%
Cc1ccc(S(=O)(=O)N2CCN=C2SCc2c(F)cccc2Cl)cc1,-3%,-15%,17%,-3%,12%,-5%,-6%,-9,-13%
COc1ccc2sc(N(CCN(C)C)C(=O)c3cc(Cl)sc3Cl)nc2c1,-24%,-6%,17%,-1%,0%,-4%,14%,1,-10%
Cc1ccc(C(=O)NCc2ccccn2)cc1NC1=NC2CS(=O)(=O)CC2S1 (stereo unspecified),-5%,-9%,4%,49%[activator],4%,-2%,1%,-2,-3%
CCSc1nnc(NC(=O)c2cc(=O)c3cc(C)ccc3o2)s1,4%,-11%,-13%,x,8%,0%,-2%,-1,5%
CCCCn1c(SCC(=O)c2ccc(OC)cc2OC)nc2cc(S(N)(=O)=O)ccc21,u,u,45µM*,u,40µM*,-4%,-19%,2,25µM*

# Bioassay records as filed in PubChem BioAssay.

# The list is partial; rates above refer to the full screens.
